KCNH2 3.1 block = qHTS for Inhibitors of KCHN2 3.1: Mutant qHTS. Potassium voltage-gated channel subfamily H member 2, brain isoform KCNH2 3.1 (human). U2OS KCNH2 3.1, thallium flux FluxOr; active compounds read low. activity change, % (tested at about 1.8 µM). 340,000 compounds, 0.95% hits. AID 720553, 2013;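 active = maximum activity change below -70%; inconclusive = maximum activity change from -70% to -50%; inactive = maximum activity change above -50%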;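 note: thallium influx rate constant from kinetic fluorescence after stimulation buffer; % is set by controls: 0 for no effect and ±100 for the full control effect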
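Steps: virus added to U2OS suspension (4 h, RT, dark); medium with 10% FBS added, cells plated, 37 C overnight; FluxOr/Red40 loading buffer 45 min RT; stimulation buffer, 2 min kinetic read; rate constant normalized.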
FLuc counter = qHTS profiling assay for firefly luciferase inhibitor/activator using purifed enzyme and Km concentrations of substrates (counterscreen for miR-21 project). purified FLuc, Km substrates, luminescence inhibition. Potency, µM (titrated, usually from 57.5 µM), without a hit: top-dose activity change, negative = inhibition, actives largely listed as inhibitors. 360,000 compounds, 6.9% hits;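 note: potency is the fitted concentration of half-maximal effect; plate controls were vehicle for no effect and reference inhibitor for full effect; nearly all actives have a fitted effect of over 55% in size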
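Purified P. pyralis luciferase, 10 nM final, with Km-level 10 uM D-luciferin and 10 uM ATP in 50 mM Tris acetate pH 7.5, 10 mM Mg acetate, 0.01% Tween-20, 0.05% BSA; 6-point qHTS titration about 60 µM downward; luminescence read.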
Tb PFK inh = qHTS Assay to Find Inhibitors of T. brucei phosphofructokinase | T. brucei PFK, ADP-Glo luminescence | AID 485367, 2010 | Potency, µM (titrated, usually from 57.5 µM), inactives show top-dose activity, negative = inhibition, actives largely listed as inhibitors | 330,000 compounds, 0.17% hits | ATP-dependent 6-phosphofructokinase (Trypanosoma brucei brucei), O15648;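 note: potency is the fitted concentration of half-maximal effect; 0% = uninhibited 1x PFK enzyme wells and -100% = no-enzyme wells; nearly all actives have a fitted effect of over 60% in size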
Target sequence (O15648 whole entry, looked up): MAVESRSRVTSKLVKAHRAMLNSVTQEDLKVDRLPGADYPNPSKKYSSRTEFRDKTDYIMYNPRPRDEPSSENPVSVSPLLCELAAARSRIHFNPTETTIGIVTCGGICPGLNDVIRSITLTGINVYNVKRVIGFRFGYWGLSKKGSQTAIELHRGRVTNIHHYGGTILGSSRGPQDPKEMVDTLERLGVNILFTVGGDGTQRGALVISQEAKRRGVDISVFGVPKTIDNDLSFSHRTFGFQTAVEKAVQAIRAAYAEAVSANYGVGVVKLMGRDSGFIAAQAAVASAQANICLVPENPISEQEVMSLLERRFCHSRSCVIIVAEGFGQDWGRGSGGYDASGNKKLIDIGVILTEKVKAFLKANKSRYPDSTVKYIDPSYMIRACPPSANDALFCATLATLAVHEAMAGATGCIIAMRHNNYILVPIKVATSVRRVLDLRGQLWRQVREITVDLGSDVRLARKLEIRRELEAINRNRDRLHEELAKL
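Luminescent ADP detection (ADP-Glo, two-step: ATP depletion then ADP-to-ATP conversion for luciferase) reported PFK activity after 45 min room-temperature reaction of 1.25 nM enzyme with 0.5 mM F6P and 0.1 mM ATP at pH 8.0.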
ELG1 genotox = qHTS screen for small molecules that induce genotoxicity in human embryonic kidney (HEK293T) cells expressing luciferase-tagged ELG1. HEK293T ELG1-luciferase reporter, luminescence, 16 h. 330,000 compounds, 1.3% hits. Potency, µM (doses to about 46 µM), for inactives: at the highest dose activity change, positive = activation, usual class: activators; note: potency is the fitted concentration of half-maximal effect; % of control where 0% means no effect; nearly all actives have a fitted effect of over 60% in size
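Genotoxicity was scored as increased ELG1-luciferase reporter signal, measured by ONE-Glo luminescence (30 min, room temperature). Compound or vehicle exposure of the HEK293T reporter cells lasted 16 hr at 37°C.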
uPA generation = qHTS for Inhibitors of Cell Surface uPA Generation; 330,000 compounds, 0.31% hits; AID 540303, 2011; cell surface uPA generation assay, qHTS; Potency, µM (doses to about 38.3 µM), for inactives: at the top dose activity change, negative = inhibition, actives largely listed as inhibitors; active = well fitted inhibition curve with a large enough effect; inconclusive = small, poorly fitted or top-dose-only effect; inactive = no such curve, though single readings can be large or run the other way; tested in mouse RAW 264.7 cells; note: potency is the fitted concentration of half-maximal effect; % is set by controls: 0 for no effect and ±100 for the full control effect; nearly all actives have a fitted effect of over 55% in size
VP16 counter = VP16 counterscreen qHTS for inhibitors of ROR gamma transcriptional activity. 310,000 compounds, 3.5% hits. Potency, µM (series often up to 53.6 µM), for the others: at the top dose activity, negative = inhibition, hits mostly inhibitors. AID 2546, 2010. Drosophila S2 Gal4-VP16 UAS-luciferase, luminescence, 20 h;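 note: Gal4-VP16 expression switched on by copper sulfate through the metallothionein promoter; potency is the fitted concentration of half-maximal effect; % is set by controls: 0 for no effect and ±100 for the full control effect; nearly all actives have a fitted effect of over 50% in size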
NPC1 promoter act = qHTS Assay for NPC1 Promoter Activators. Huh7 NPC1 promoter luciferase reporter, 24 h. Potency, µM (top dose mostly 9.22 µM), inactives show at the top dose activation, hits mostly activators. 320,000 compounds, 2.4% hits. AID 485313, 2010;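 note: potency is the fitted concentration of half-maximal effect; % of control where 0% means no effect; nearly all actives have a fitted effect of over 60% in size; reporter is driven by a mutant NPC1 promoter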
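Luminescence from an NPC1 promoter-driven luciferase reporter in stably transfected Huh7 cells was measured after 24 h compound treatment at 37 °C, followed by 10 min ambient incubation with luciferase detection reagent.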
RORg inh = qHTS for inhibitors of ROR gamma transcriptional activity; Nuclear receptor ROR-gamma (Mus musculus), P51450; Drosophila S2 Gal4-RORgamma UAS-luciferase reporter, 20 h; Potency, µM (series often up to 53.6 µM), for the others: top-dose activity change, negative = inhibition, most hits filed as inhibitors; 310,000 compounds, 5.4% hits; note: potency is the fitted concentration of half-maximal effect; % is set by controls: 0 for no effect and ±100 for the full control effect; nearly all actives have a fitted effect of over 60% in size
Target sequence (P51450 whole entry, looked up, the tested form may be a part): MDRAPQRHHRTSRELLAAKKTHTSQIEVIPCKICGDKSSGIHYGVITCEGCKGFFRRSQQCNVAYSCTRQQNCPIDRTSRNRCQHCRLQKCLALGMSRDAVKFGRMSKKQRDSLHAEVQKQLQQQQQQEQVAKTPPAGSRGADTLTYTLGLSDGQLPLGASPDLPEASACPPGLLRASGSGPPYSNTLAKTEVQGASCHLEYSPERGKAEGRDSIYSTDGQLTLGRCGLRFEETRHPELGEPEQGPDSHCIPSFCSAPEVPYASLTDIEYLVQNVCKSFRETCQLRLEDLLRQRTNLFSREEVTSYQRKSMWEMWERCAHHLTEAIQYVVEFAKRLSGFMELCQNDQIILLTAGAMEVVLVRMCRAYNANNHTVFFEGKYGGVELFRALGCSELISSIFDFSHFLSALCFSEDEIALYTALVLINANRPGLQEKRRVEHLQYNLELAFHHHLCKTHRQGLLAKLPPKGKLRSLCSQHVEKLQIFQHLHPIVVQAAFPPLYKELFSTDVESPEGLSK
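Stable Schneider cell line, Gal4 DNA-binding domain fused to ROR gamma, UAS-luciferase. Cmpd 1 hr RT → CuSO4 700 uM final → 20 hr RT → luciferase reagent 10 min → luminescence.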
Giardia kill = Small Molecules that selectively kill Giardia lamblia: qHTS. AID 540267, 2011. Giardia lamblia trophozoite viability. 340,000 compounds, 0.15% hits. activity change, % at 7.66 µM, hits read low; in the data active = activity change below about -80%; inconclusive = between about -30% and that limit;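 note: parasites exposed to compound for two days anaerobically before the ATP read; % is set by controls: 0 for no effect and ±100 for the full control effect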
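Each well holds 100 Giardia trophozoites and compound. After two days (48 hrs) at 37 deg C in anaerobic conditions, ATP is quantified by luminescence.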
Rab9 prom act = qHTS Assay for Rab9 Promoter Activators. Huh7 Rab9 promoter-luciferase reporter, luminescence, 24 h. Potency, µM (highest dose often 9.22 µM), for the others: at the highest dose activation, negative = inhibition, actives largely listed as activators. 320,000 compounds, 2.8% hits; note: potency is the fitted concentration of half-maximal effect; % of control where 0% means no effect; nearly all actives have a fitted effect of over 60% in size
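Promoter activation is measured as luciferase luminescence in Huh7 cells stably transfected with a Rab9 promoter–luciferase construct, following 24 h compound exposure at 37 °C and 10 min reagent incubation at ambient temperature.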
Coupling enz = qHTS Assay for Inhibitors of Fructose-1,6-bisphosphate Aldolase from Giardia Lamblia: Coupling assay counterscreen. coupling enzyme system counterscreen, AmpLite Red fluorescence. activity change, negative = inhibition, % at 58.2 µM, hits read low. 290,000 compounds, 0.67% hits. AID 2472, 2010; in the data active = activity change below about -30%; note: % is set by controls: 0 for no effect and ±100 for the full control effect
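Counterscreen lacking aldolase: glyceraldehyde-3-phosphate coupling-enzyme reagent preincubated 10 min at RT with compound (at 57.5 uM final), then substrate/coupling system with AmpLite Red added; fluorescence read at 525/598 nm after 20 min RT.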
Active calls of the source: *; ? = inconclusive; / = not tested or not shown; [ ] = remark or other dose. Unless noted, calls come from the whole dose curve; as a rule, active = well fitted curve in the direction sought with a large enough effect; inconclusive = small, poorly fitted or top-dose-only effect, or another doubt; inactive = no such curve, though single readings can be large; an effect the other way counts as inactive or inconclusive.

[1] CCc1nn2c(=O)cc(COc3cccc(NC(=O)c4ccco4)c3)nc2s1
[2] COc1cc(/C=C(/C#N)C(=O)c2c(C)[nH]c3ccccc23)ccc1OCC#N
[3] CCc1ccc(NC(=O)CSc2nnc(COc3ccc4c(c3)CCCC4)o2)cc1
[4] Cc1ccc(OCc2n[nH]c(=S)n2C2CCCCC2)cc1
[5] CNc1ccccc1-n1ccc(-c2ccccc2)n1
[6] CC1CN(C(=O)c2ccc(COc3ccccc3Br)o2)CC(C)O1 (centres undefined)

compound no. | 1 | 2 | 3 | 4 | 5 | 6
KCNH2 3.1 block | -1 | -10 | 1 | 2 | -3 | 3
FLuc counter | -17% | 1% | 3% | 0% | ? | -7%
Tb PFK inh | -26% | 15% | -3% | -4% | -6% | 4%
ELG1 genotox | -2% | 2% | 0% | -3% | ? | -4%
uPA generation | 3% | 3% | 0% | 12% | 2% | 4%
VP16 counter | -5% | -7% | -7% | 3.5µM* | -9% | 4%
NPC1 promoter act | -5% | -6% | 1% | 0% | 23% | -2%
RORg inh | 36% | -20% | 8% | 1.4µM* | ? | 32%
Giardia kill | 6 | 6 | 12 | 5 | -4 | 38[activator]
Rab9 prom act | 0% | 2% | 3% | -2% | 15% | -2%
Coupling enz | / | -3 | 3 | 2 | -8 | 1

The closing two entries of the part before are carried over, then new ones follow:
[5] CNc1ccccc1-n1ccc(-c2ccccc2)n1
[6] CC1CN(C(=O)c2ccc(COc3ccccc3Br)o2)CC(C)O1 (centres undefined)
[7] O=C(NC12CC3CC(CC(C3)C1)C2)OCCNC1CCCCC1
[8] CN1CCN(C(=O)c2cn(-c3ccccc3)nc2-c2cccs2)CC1
[9] C=C1CCC(O)C2(C)CCC3C(C)C(=O)OC3C12O (centres undefined)
[10] CCCCn1c(N)c(N(CC(C)C)C(=O)COC(=O)Cc2cccc(OC)c2)c(=O)[nH]c1=O
[11] O=P(c1ccccc1)(c1ccccc1)C(O)c1ccco1 (centres undefined)
[12] Cc1ccc2nc(NCC(=O)O)nc(-c3ccccc3)c2c1

compound no. | 5 | 6 | 7 | 8 | 9 | 10 | 11 | 12
KCNH2 3.1 block | -3 | 3 | -1 | 11 | 10 | -9 | 0 | 6
FLuc counter | ? | -7% | -2% | ? | -3% | -4% | 7% | 0%
Tb PFK inh | -6% | 4% | -3% | -2% | 4% | 18% | -4% | 0%
ELG1 genotox | ? | -4% | -6% | -5% | -3% | -1% | 1% | -1%
uPA generation | 2% | 4% | -2% | -12% | -1% | 0% | 1% | -14%
VP16 counter | -9% | 4% | -11% | 6% | -6% | / | 1% | -12%
NPC1 promoter act | 23% | -2% | -1% | 0% | 3% | -4% | 0% | 1%
RORg inh | ? | 32% | 21% | -14% | -2% | / | 1% | -4%
Giardia kill | -4 | 38[activator] | 36[activator] | 0 | -7 | 10 | -18 | 4
Rab9 prom act | 15% | -2% | -4% | -2% | -6%[1.84 µM] | -1% | -2% | -2%
Coupling enz | -8 | 1 | 0 | 2 | 1 | / | 3 | 9

[13] COc1cc(-c2nc3c[n+](CC(=O)c4ccccc4)ccc3n2C)cc(OC)c1OC
[14] Cc1ccc(CN(C)C(=O)c2cc(COc3ccc(F)cc3Cl)on2)o1
[15] COc1ccc(/C(C)=N/OC/C(O)=C(\C#N)c2nc3ccccc3[nH]2)c(OC)c1
[16] Cc1[nH]cnc1C(=O)N/N=C/c1ccc([N+](=O)[O-])s1
[17] Cc1onc(-c2c(F)cccc2Cl)c1C(=O)N(C)CCc1ccccn1
[18] COc1ccc2cc(/C(C)=N/NC(=S)Nc3cc(S(=O)(=O)N4CCOCC4)ccc3N3CCOCC3)ccc2c1

compound no. | 13 | 14 | 15 | 16 | 17 | 18
KCNH2 3.1 block | -8 | -8 | -22 | 6 | 9 | /
FLuc counter | -2% | 21µM* | 1% | ? | 4% | -16%
Tb PFK inh | 1% | -11% | 0% | -11% | 6% | -5%
ELG1 genotox | 0% | 9% | -1% | -5% | 0% | 6%
uPA generation | 0% | 2% | 12% | -13% | -1% | /
VP16 counter | 0% | -12% | ? | ? | 1% | 8%[10 µM]
NPC1 promoter act | -3% | 14% | 0% | 3% | -3% | -1%
RORg inh | 5% | 32% | 20µM* | -30% | -16% | 6.3µM*
Giardia kill | 16 | -10 | -14 | ? | 10 | /
Rab9 prom act | -2% | 14% | -3% | 24% | -1% | -1%
Coupling enz | 0 | 0 | 3 | 4 | / | 0

[19] CCOC(=O)/C=c1\s/c(=C(\C#N)C(N)=O)n(-c2ccccc2)c1=O
[20] C[C@@H]1CN([C@@H](C)CO)C(=O)c2cccc(NS(=O)(=O)c3cccs3)c2O[C@H]1CN(C)Cc1ccc(C(F)(F)F)cc1
[21] COc1c2ccoc2nc2c(OC)c(OC[C@@H](O)C(C)(C)O)ccc12
[22] Cc1nc2cc(C(=O)OCC(=O)NC3CCS(=O)(=O)C3)ccc2n1-c1ccccc1 (centres undefined)
[23] Cc1cccc(C)c1NC(=O)CN(C)CC(=O)Nc1ccc(F)c(Cl)c1
[24] CCC(C)NC(=O)CSc1ncnc2sccc12 (centres undefined)

compound no. | 19 | 20 | 21 | 22 | 23 | 24
KCNH2 3.1 block | 8 | 0 | 1 | 14 | -3 | -1
FLuc counter | 6% | / | ? | ? | -7% | 3%
Tb PFK inh | 8% | -1% | -7% | -2% | 1% | 1%
ELG1 genotox | 0% | -4% | -7% | 9% | -1% | 0%
uPA generation | 1% | 10% | 0% | -6% | 7% | ?
VP16 counter | -14% | / | / | 14% | 0%[10 µM] | 17%
NPC1 promoter act | 1% | / | 3% | 1% | -1% | -5%
RORg inh | -22% | / | / | 33% | 27% | 0%
Giardia kill | 2 | ? | 5 | 8 | -7 | -24
Rab9 prom act | -1% | / | -3% | -1% | -5% | 5%
Coupling enz | 3 | / | / | 0 | -1 | 5

[25] CS(=O)(=O)c1ccc(-c2nn[nH]n2)cc1
[26] Cc1ccccc1NC1=NC(=S)N(c2ccccc2)C12CCOC(C)(C)C2 (centres undefined)
[27] O=C(NNC(=S)Nc1ccc(F)c(Cl)c1)c1ccccc1Br
[28] O=C(Nc1ccc2[nH]ncc2c1)c1ccccc1Br
[29] Cc1snc(SCc2ccc(F)cc2)c1C#N
[30] CCCCc1ccc(S(=O)(=O)N2CCN(C(=O)c3ccco3)CC2)cc1

compound no. | 25 | 26 | 27 | 28 | 29 | 30
KCNH2 3.1 block | -6 | / | 11 | -4 | 8 | 3
FLuc counter | ? | -1% | ? | 17µM* | -12% | -10%
Tb PFK inh | 0% | -3% | 0% | -22% | 0% | -1%
ELG1 genotox | 2% | 0% | -9% | 8% | 4% | -7%
uPA generation | 0% | -2% | 5% | -3% | -1% | -1%
VP16 counter | -1% | 18µM* | -28% | -12% | 1% | -30%
NPC1 promoter act | -3% | -4% | 4% | 3.2µM* | 3% | -3%
RORg inh | -15% | 6.3µM* | ? | 0% | 18% | ?
Giardia kill | 18 | -16 | -13 | 7 | -12 | 26
Rab9 prom act | 6% | -1% | 26% | ? | -2% | 1%
Coupling enz | 0 | / | 2 | -1 | -1 | 4

[31] O=C(CSc1nnc(Cn2c(=O)sc3ccccc32)n1-c1ccccc1)N1CCCC1
[32] CCOC(=O)N1CCC(NC(=O)CCC(=O)c2ccccc2)CC1
[33] CC(C)NC(=O)CCCn1c(=S)[nH]c2cc3c(cc2c1=O)OCO3
[34] N#Cc1cccn1-c1nccs1
[35] Cc1cccc(NC(=O)Cn2c(=O)n3nc(CCn4nc(C)cc4C)nc3c3ccccc32)c1

compound no. | 31 | 32 | 33 | 34 | 35
KCNH2 3.1 block | 6 | -1 | 14 | 24 | 6
FLuc counter | 1% | 3% | -1% | -5% | 6%
Tb PFK inh | 18% | 0% | -1% | -2% | 2%
ELG1 genotox | 3% | 0% | -1% | 2% | -8%
uPA generation | 5% | 4% | 1% | 0% | /
VP16 counter | -19% | 11% | -7% | -2% | -5%
NPC1 promoter act | -6% | -2% | 1% | 3% | -4%
RORg inh | -16% | 0% | -17% | 6% | 24%
Giardia kill | -12 | -1 | 0 | -14 | 20
Rab9 prom act | -3% | -4% | -3% | 15% | 2%
Coupling enz | 1 | 1 | 1 | 3 | 4

Screens (PubChem)
